Tb MetRS inh – Trypanosoma brucei MetRS inhibition. purified T. brucei MetRS, ATP depletion, Kinase-Glo luminescence. inhibition, % at 11.9 µM. 360,000 compounds, 0.4% hits. AID 624268;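 active = inhibition above a per-plate cutoff of the control wells' mean inhibition plus 3 SD, cut at about 5.5% in these data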;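 note: 0% = DMSO wells median and 100% = median of wells with control inhibitor compound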
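Dosing: 11.9 µM single point; system: parasite MetRS enzyme; technique: luminescence of leftover ATP; times: 15 min enzyme-compound preincubation, 2 h reaction, 10 min detection, 25 °C; replicates: each compound tested once; read-out basis: percent inhibition relative to median high and low control wells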
E coli Lon inh – inhibitors of E. coli Lon protease; P0A9M0; inhibition, % at 7.94 µM; AID 602123; 360,000 compounds, 0.42% hits; purified E. coli Lon protease, fluorescence polarization; in the data active = inhibition above about 13%, passing the limit was not always enough;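 note: 0% = enzyme with probe and DMSO and 100% = no enzyme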
MsrA act – activators of bovine methionine sulfoxide reductase A | activation, % at 10.6 µM | 360,000 compounds, 0.3% hits | purified bovine MsrA, absorbance read-out; in the data active = activation above about 7.5%;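 note: 0% = vehicle and 100% = reference activator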
PABP1 MLLE inh – blocks PAM2 peptide binding to the PABP1 MLLE domain; GST-MLLE / FITC-PAM2 fluorescence polarization; inhibition, % at 20 µM; 360,000 compounds, 0.36% hits; in the data active = inhibition above about 35%, passing the limit was not always enough;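 note: plate controls were DMSO wells with GST-MLLE for no effect and wells lacking GST-MLLE protein for full effect; some results filed as inactive read as strong as hits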
FAS-TE inh – inhibitors of human fatty acid synthase thioesterase domain | P49327 | recombinant FAS-TE, OMFH fluorogenic substrate, fluorescence endpoint | AID 602261 | inhibition, % at 15 µM | 360,000 compounds, 0.67% hits;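 active = compounds whose normalised, plate-corrected inhibition of enzyme fluorescence in the single-dose primary screen is 50% or more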;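 note: 0% = DMSO with enzyme and 100% = substrate without enzyme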
SKN-1 block – blocks SKN-1 activity in C. elegans; inhibition, % at 21.8 µM; C. elegans VP596 Pgst-4::GFP/RFP ratio, acrylamide-induced, 24 h; 360,000 compounds, 0.49% hits;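 active = interference check ratio from 0.5 to 1.5 plus GFP to RFP signal ratio inhibition reaching or exceeding a fixed threshold, cut at about 30% in these data, passing the limit was not always enough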; note: some compounds called inactive have numbers as strong as hits
MT1-MMP act inh – MT1-MMP (human) activation inhibition; GFP/RFP ratio change, % at 20 µM; HT1080 RFP-PRO-GFP cells, GFP/RFP ratio fluorescence, overnight; percent of plate control window, DMSO zero; P50281; AID 651647; 360,000 compounds, 0.061% hits;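 active = GFP/RFP ratio change of at least 30% with cell ATP level not reduced by more than half and red fluorescence within 50% of control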; note: strong numbers were not always called active
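Assay system – RFP-PRO-GFP reporter HT1080 cells · Compound dosing – single dose of 20 µM compound, 1% DMSO final · Incubation – overnight compound exposure at 37 °C · Measure – GFP/RFP fluorescence ratio · Benchmarks – DMSO wells and RFP-L50D-GFP cells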
CendR NRP1 mod – NRP-1/CendR interaction modulation; inhibition, % at 25 µM; 360,000 compounds, 0.85% hits; O14786; FAM-RPARPAR peptide binding to NRP-1, fluorescence polarization; AID 602438;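 active = inhibition or corrected inhibition above about 18%, plus a signal ratio from 0.5 to 1.5, limit read from the data, passing the limit was not always enough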; note: strong numbers were not always called active
MsrA inh – inhibitors of bovine MsrA. AID 651718. 360,000 compounds, 0.75% hits. inhibition, % at 15.5 µM. purified bovine MsrA, absorbance read-out; in the data active = inhibition above about 4.5%;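 note: 0% = vehicle wells with enzyme and 100% = reference inhibitor wells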
* hit, by the source's call; nt = not tested or not shown. The order is random; any-hit rate near 4%.

#1 CCOC(=O)c1cnc2cc(-c3ccc(Br)cc3)nn2c1C
#2 CCCc1nn(C)c(C(=O)Nc2cccc(C)c2)c1Cl
#3 C#CCOCCOCCOCCNc1nc(N2CCN(C(=O)CCCCCCCCCCNC(=O)[C@@H](CCC(=O)O)n3cc(CCCCCN)nn3)CC2)nc(N2CCN(C(=O)CCCCCCCCCCNC(=O)[C@H](CO)n3cc(CCCSC)nn3)CC2)n1
#4 CC(=O)c1ccc(NC(=O)CCC(=O)OCC(=O)c2cccc([N+](=O)[O-])c2)cc1
#5 N/C(=N\OC(=O)COc1ccc(Br)cc1Cl)c1ccccn1
#6 CCOC1=C2CN(S(=O)(=O)c3ccc(C)cc3)[C@H](c3ccccc3)C[C@@H]2N(S(=O)(=O)c2ccc(C)cc2)[C@H](c2cccs2)C1
#7 COc1ccc(N2C(=O)C3ON(C4SC(=S)N(C)C4(C)C)C(c4ccc([N+](=O)[O-])cc4)C3C2=O)cc1 (stereo not drawn)
#8 O=C(Nc1ccccc1)N1CCC(n2c(=O)[nH]c3ccccc32)CC1

assay / entry | 1 | 2 | 3 | 4 | 5 | 6 | 7 | 8
Tb MetRS inh | -1.1 | -0.6 | 0.6 | -0.6 | 2.9 | -0.3 | 0.5 | 0.0
E coli Lon inh | -13 | 24 | -1 | 2 | -16 | -7 | 3 | 2
MsrA act | -3 | -8 | -4 | -2 | -14 | -1 | 2 | -9
PABP1 MLLE inh | 2 | 3 | 9 | 10 | 0 | 1 | 13 | -1
FAS-TE inh | 5 | 9 | -12 | -1 | 6 | 29 | 45 | -9
SKN-1 block | -2 | 9 | 5 | 4 | 8 | 0 | 26 | -4
MT1-MMP act inh | -2 | 0 | 5 | 3 | -2 | 2 | 1 | 1
CendR NRP1 mod | 11 | 3 | -9 | 4 | 5 | 17 | 4 | 2
MsrA inh | -0.8 | 0.2 | nt | nt | -0.2 | -0.5 | -0.4 | -0.7

Complete entries as entered above. Values in the order: Tb MetRS inh | E coli Lon inh | MsrA act | PABP1 MLLE inh | FAS-TE inh | SKN-1 block | MT1-MMP act inh | CendR NRP1 mod | MsrA inh
`O=C(Nc1ccccc1)N1CCC(n2c(=O)[nH]c3ccccc32)CC1` is listed with 0.0 | 2 | -9 | -1 | -9 | -4 | 1 | 2 | -0.7
`CCOC(=O)c1cnc2cc(-c3ccc(Br)cc3)nn2c1C` is listed with -1.1 | -13 | -3 | 2 | 5 | -2 | -2 | 11 | -0.8
`CCOC1=C2CN(S(=O)(=O)c3ccc(C)cc3)[C@H](c3ccccc3)C[C@@H]2N(S(=O)(=O)c2ccc(C)cc2)[C@H](c2cccs2)C1` is listed with -0.3 | -7 | -1 | 1 | 29 | 0 | 2 | 17 | -0.5

(list continues)
#9 Nc1nc(CN2CCC(Cc3ccccc3)CC2)nc(Nc2ccccc2)n1
#10 Cc1cc(C)nc(NCC(O)CNc2ccccc2C)n1 (stereo not drawn)
#11 O=C(Nc1ccc2c(c1)CCCN2C(=O)c1cccs1)c1c(F)cccc1Cl
#12 CCOc1cc(/C=N/NC(=O)c2cccnc2)cc(Br)c1OCC(N)=O
#13 COc1ccc(S(=O)(=O)Nc2cc3c4c(oc3c3ccccc23)CC(C)(C)CC4=O)cc1
#14 C=CCNC(=S)NNC(=O)c1cccc(Br)c1
#15 O=C1COc2ccccc2CN1
#16 COc1ccc(C(C(=O)OCCN(C)C)c2ccccc2)cc1 (stereo not drawn)

assay / entry | 9 | 10 | 11 | 12 | 13 | 14 | 15 | 16
Tb MetRS inh | 0.1 | 0.6 | -0.9 | -0.2 | -0.4 | 0.1 | -0.8 | -0.9
E coli Lon inh | -3 | 2 | 2 | -3 | -1 | -6 | -4 | 0
MsrA act | 0 | -2 | -2 | -2 | -1 | -2 | -1 | -3
PABP1 MLLE inh | -11 | -1 | -1 | 11 | 15 | -24 | 7 | 2
FAS-TE inh | 3 | -2 | 8 | -6 | 34 | -18 | -1 | 0
SKN-1 block | 16 | -22 | 11 | 4 | 35* | 6 | -10 | 18
MT1-MMP act inh | 6 | -2 | 7 | -1 | -26 | -6 | -2 | 4
CendR NRP1 mod | -8 | 6 | -2 | 11 | -4 | 13 | 8 | -1
MsrA inh | -0.3 | 0.2 | 0.6 | 0.8 | 0.8 | 0.3 | -0.5 | 2.3

#17 O=C(NN(C(=O)c1ccccc1)c1cccs1)c1ccccc1
#18 COc1cc(/C=c2\sc3n(c2=O)CCCN=3)ccc1O
#19 CC1=C(C(=O)NCc2ccc(Cl)cc2)C2(CCC(C)CC2)OC1=O (stereo not drawn)
#20 O=C(NC1CC2CCCC(C1)N2Cc1ccccc1)c1cccc(Cl)c1 (stereo not drawn)
#21 Cc1ccnc2nc(C(=O)OCCOc3ccc(Cl)cc3)nn12
#22 Nc1ccn([C@@H]2O[C@H](CNS(=O)(=O)c3cc4ccccc4s3)[C@@H](O)[C@H]2O)c(=O)n1
#23 COc1ccc(NS(=O)(=O)c2cccc(C(=O)N/N=C/c3cccs3)c2)cc1
#24 Cn1c(SCc2ccccc2F)nnc1-c1cnccn1

assay / entry | 17 | 18 | 19 | 20 | 21 | 22 | 23 | 24
Tb MetRS inh | 0.3 | -0.4 | 1.4 | -0.3 | -0.5 | -0.1 | -0.1 | -1.7
E coli Lon inh | -17 | -68 | 7 | -9 | -1 | 0 | 0 | -5
MsrA act | -2 | -4 | 2 | -2 | -4 | -2 | -5 | -14
PABP1 MLLE inh | -7 | -24 | -4 | -12 | 0 | 2 | 1 | 3
FAS-TE inh | -7 | -3 | 10 | -3 | 0 | -8 | -2 | -7
SKN-1 block | 16 | 24 | 7 | 4 | -1 | 10 | 20 | 1
MT1-MMP act inh | 1 | -10 | 2 | 2 | -6 | 0 | 1 | 15
CendR NRP1 mod | 5 | -17 | 37* | 0 | 8 | 0 | 3 | -10
MsrA inh | 0.4 | 3.9 | 1.1 | 0.9 | 1.0 | 0.1 | 1.5 | 0.0

Filtered by structure, those above containing a nitro group on carbon
#4 CC(=O)c1ccc(NC(=O)CCC(=O)OCC(=O)c2cccc([N+](=O)[O-])c2)cc1
#7 COc1ccc(N2C(=O)C3ON(C4SC(=S)N(C)C4(C)C)C(c4ccc([N+](=O)[O-])cc4)C3C2=O)cc1 (stereo not drawn)

assay / entry | 4 | 7
Tb MetRS inh | -0.6 | 0.5
E coli Lon inh | 2 | 3
MsrA act | -2 | 2
PABP1 MLLE inh | 10 | 13
FAS-TE inh | -1 | 45
SKN-1 block | 4 | 26
MT1-MMP act inh | 3 | 1
CendR NRP1 mod | 4 | 4
MsrA inh | nt | -0.4

Continued.
#25 COc1cc2c(cc1NC(=O)CC1SC(N3CCCC3)=NC1=O)oc1ccccc12 (stereo not drawn)
#26 O=C(O)C1CCC(=O)N1Cc1ccc(F)cc1 (stereo not drawn)
#27 CCOC(=O)C1=C(C)N(CCCC(=O)O)C(=O)NC1c1ccc(OC)cc1 (stereo not drawn)
#28 O=C(/C=C/c1ccc(OC2CSC2)cc1)c1ccc(Cl)cc1

assay / entry | 25 | 26 | 27 | 28
Tb MetRS inh | -0.4 | -0.9 | -0.2 | -0.7
E coli Lon inh | -11 | 5 | -4 | 0
MsrA act | -4 | -2 | -4 | -4
PABP1 MLLE inh | -43 | -1 | 12 | 8
FAS-TE inh | 2 | -5 | -14 | 16
SKN-1 block | -11 | 14 | -21 | 11
MT1-MMP act inh | -3 | nt | 2 | -3
CendR NRP1 mod | -7 | 2 | 26* | -3
MsrA inh | 0.6 | -0.7 | 0.4 | -0.5

Bioassay records from PubChem.
